Screening results (PubChem)
TAAR1 ag: agonists of human TAAR1. AID 624467. activation, % at 3 µM. CHO RD-HGA16 TAAR1, Fluo-8 calcium fluorescence; vehicle wells 0%, saturating PEA agonist 100%. 360,000 compounds, 0.99% hits. Q96RJ0;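 active = activation above the mean activation of all test compounds in the run plus 3 SD, cut at about 38% in these data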
Target sequence (Q96RJ0 whole entry, looked up): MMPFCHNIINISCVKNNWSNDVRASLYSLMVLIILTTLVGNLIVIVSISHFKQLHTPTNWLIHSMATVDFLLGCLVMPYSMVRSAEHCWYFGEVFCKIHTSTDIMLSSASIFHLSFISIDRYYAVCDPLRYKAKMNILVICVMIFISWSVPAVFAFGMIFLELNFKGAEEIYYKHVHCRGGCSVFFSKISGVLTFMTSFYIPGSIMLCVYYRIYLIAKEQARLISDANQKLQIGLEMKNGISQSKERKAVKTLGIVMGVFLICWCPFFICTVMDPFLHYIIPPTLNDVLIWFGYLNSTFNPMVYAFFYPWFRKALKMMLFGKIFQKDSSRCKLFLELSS
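test system = CHO RD-HGA16 cells carrying human TAAR1 plus Gα16 | schedule = 17-24 h seeding, 75 min 37 °C dye, 30 min RT | compound dosing = 3 µM single concentration | control set = DMSO and PEA EC100 | replicates = n 1 | signal = Fluo-8 fluorescence, 5 s baseline then 140 s kinetic read | measure = percent activation vs PEA EC100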
CHO-K1 Ca antag: counter-screen for M1 antagonists: effect in parental CHO-K1 cells. AID 602250. inhibition, % at 3 µM. ATP-induced calcium, Fluo-8 fluorescence. 360,000 compounds, 0.6% hits;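 active = inhibition above a per-plate cutoff, the plate's mean sample inhibition plus 3 SD, cut at about 24% in these data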;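 note: 0% = DMSO plus EC80 ATP and 100% = DMSO alone without ATP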
TAAR1 antag: antagonists of human TAAR1 | Q96RJ0 | CHO RD-HGA16 TAAR1, Fluo-8 calcium fluorescence, antagonist | inhibition, % at 3 µM | 360,000 compounds, 1.5% hits;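 active = inhibition above a per-plate cutoff, the mean inhibition of test compounds on that plate plus 3 SD, cut at about 49% in these data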;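 note: 0% = DMSO plus EC80 beta-PEA response and 100% = DMSO alone without agonist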
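System: CHO RD-HGA16 cells bearing hTAAR1. Reagent: EC80 β-phenethylamine stimulus. Schedule: seeding 17-24 h prior, 75-min 37 °C, 30-min RT dye loading. Signal: Fluo-8 intracellular calcium dye fluorescence, real-time kinetic reads. Read-out: % inhibition from peak post-agonist over basal fluorescence ratio. Benchmarks: vehicle wells and EC80 agonist wells. Replicates: n of 1.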
M1 PAM: potentiates human M1 receptor response to acetylcholine; CHO-K1 hM1, Fluo-8 calcium fluorescence, ACh EC20; 0% = ACh EC20, 100% = maximal ACh; activation, % at 3 µM; 360,000 compounds, 0.088% hits; AID 588819; in the data active = activation above about 19%, passing the limit was not always enough
Target sequence (P11229 whole entry, looked up): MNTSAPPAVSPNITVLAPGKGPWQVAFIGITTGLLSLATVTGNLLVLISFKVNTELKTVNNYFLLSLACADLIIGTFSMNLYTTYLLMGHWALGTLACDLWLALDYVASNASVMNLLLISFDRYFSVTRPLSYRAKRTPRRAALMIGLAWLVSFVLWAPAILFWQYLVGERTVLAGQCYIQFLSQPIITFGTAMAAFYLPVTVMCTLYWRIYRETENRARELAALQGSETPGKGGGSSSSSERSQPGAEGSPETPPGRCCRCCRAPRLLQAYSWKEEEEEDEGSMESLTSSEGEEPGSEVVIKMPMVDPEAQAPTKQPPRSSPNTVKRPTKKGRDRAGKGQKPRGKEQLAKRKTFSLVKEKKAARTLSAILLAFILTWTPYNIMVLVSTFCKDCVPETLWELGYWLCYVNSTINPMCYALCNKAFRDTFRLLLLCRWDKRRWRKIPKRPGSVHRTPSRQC
CHRM1 antagonist: blocks human M1 muscarinic receptor; P11229; CHO-K1 hM1, Fluo-8 calcium fluorescence, ACh EC80 antagonist; inhibition, % at 3 µM; 360,000 compounds, 1.3% hits; AID 588852;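 active = percent inhibition above its own plate's cutoff, namely the mean of that plate's compound wells plus 3 SD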;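 note: peak over basal fluorescence ratio during 140 s after agonist addition; 0% = ACh EC80 plus DMSO and 100% = DMSO alone without agonist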
M1 PAM parental: M1 PAM counterscreen hit in parental CHO-K1 cells; activation, % at 3 µM; ATP EC20, Fluo-8 calcium fluorescence; 0% at ATP EC20, 100% at ATP max; 360,000 compounds, 0.02% hits; AID 602247;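 active = activation above the run cutoff, the mean activation of all test compounds plus 3 SD, cut at about 40% in these data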;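 note: peak over basal fluorescence ratio in a 140 s read after ATP addition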
CHO parental Ca: signal in parental CHO cells, OX1R antagonist counter-screen. parental CHO-K1, ATP-induced calcium, Fluo-8 fluorescence. inhibition, % at 5.6 µM. 330,000 compounds, 0.63% hits;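 active = inhibition above that plate's mean sample inhibition plus 3 SD, cut at about 26% in these data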;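 note: 0% = ATP-challenged DMSO wells and 100% = DMSO wells without ATP; some compounds past the cut are filed as inactive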
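Test system: parental CHO cells; detection: calcium-sensitive Fluo-8 fluorescence; evaluation: percent inhibition of calcium signal; also added: ATP as calcium-mobilizing challenge; repeats: one well per compound; control set: ATP-challenged DMSO wells low, unchallenged DMSO wells high; compound: single nominal dose of 5.6 µM per compound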
CHO-K1 Ca ag: M1 agonist counterscreen hit in parental CHO-K1 cells. Fluo-8 calcium fluorescence; scaled to maximal ATP response, vehicle zero. activation, % at 3 µM. 360,000 compounds, 0.48% hits. AID 602248; in the data active = activation above about 15%;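 note: untransfected CHO-K1 host cells lacking M1 receptor as counterscreen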
M1 ag: agonists of human M1 muscarinic receptor | 360,000 compounds, 0.33% hits | CHO-K1 hM1, Fluo-8 calcium fluorescence, agonist mode; 0% DMSO, 100% acetylcholine EC100 | P11229 | activation, % at 3 µM;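 active = activation above the run's mean compound activation plus 3 SD, cut at about 16% in these data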;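 note: peak over basal fluorescence ratio within a 140 s kinetic read after compound addition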
Active calls of the source: *; · = no result given.

SMILES | TAAR1 ag | CHO-K1 Ca antag | TAAR1 antag | M1 PAM | CHRM1 antagonist | M1 PAM parental | CHO parental Ca | CHO-K1 Ca ag | M1 ag
Cc1cccc(C(=O)NCc2nnc(SC(C)C(=O)Nc3nnc(C)s3)n2C)c1 (stereo not given) | 0 | -11 | -4 | 8 | -8 | 17 | 7 | 0.1 | -4
Cc1cc(C)nc(SCC(=O)N/N=C/c2cccnc2)n1 | 0 | -8 | -3 | 6 | -9 | -5 | · | 0.8 | -2
CCN(CC(=O)NCc1cccs1)CC(=O)Nc1cccc(S(N)(=O)=O)c1 | 1 | 9 | 2 | 11 | -5 | -21 | -11 | -0.6 | -2
O=C(c1ccccc1)N1CCC(O)(c2ccc3c(c2)OCO3)CC1 | 3 | -18 | -5 | 5 | -7 | 27 | -18 | 0.7 | -5
COc1ccc(S(=O)(=O)Nc2cc(C(C)C)c(O)cc2C)cc1 | 10 | -20 | 8 | 11 | -9 | 7 | -4 | 1.1 | 0
COc1cc(CN(C2CCCCC2)S(=O)(=O)c2ccc(S(=O)(=O)N(C)C3CCCCC3)cc2)cc(OC)c1OC | 1 | -4 | -9 | -9 | 8 | 9 | -22 | -0.1 | -4
COc1ccc2[nH]c3c(c2c1)CCN1C(=O)C(CC(=O)NCCC2=CCCCC2)C[C@H](C(=O)N(C(C)C)C(C)C)[C@@]31C (stereo not given in full) | -1 | 9 | -18 | 1 | -11 | 4 | -21 | 1.7 | -11
COc1ccccc1NC(=O)CS(=O)(=O)c1cccc2nsnc12 | 15 | -7 | -4 | 3 | -14 | 11 | -2 | 0.2 | -4
Cc1cccc(-n2c(Cc3ccccc3)nnc2SCC(=O)N2CCOCC2)c1 | 3 | 0 | 2 | 8 | -8 | 6 | -12 | 1.0 | -3
O=C(Cc1cn(Cc2cccc(Cl)c2)c2ccccc12)N1CCCCCC1 | 1 | -15 | 5 | 2 | -6 | 21 | 9 | 1.6 | -7
CCC(=O)N1CCCC(C)(C(=O)Nc2ccc(C)c(C)c2)C1 (stereo not given) | 3 | 2 | -13 | 0 | -6 | -5 | · | 0.1 | -4
Oc1oc(C=Nc2ccc(F)cc2F)c2ccccc12 | 3 | -3 | -4 | 2 | -1 | 12 | -4 | -0.6 | -6
COc1ccccc1N1CCN(/N=C/c2cccc(OC)c2OC)CC1 | -1 | 5 | 3 | 10 | -13 | 16 | -15 | 1.3 | -4
Cc1cc(Br)c(Cl)cc1NC(=O)CN1C(=O)C2C3CC(c4ccccc4)C(C3)C2C1=O (stereo not given) | -1 | 4 | 3 | -7 | 8 | 19 | -14 | 8.4 | -9
CC1CCc2cccc3c2N1c1cc(C#N)c(C#N)cc1O3 (stereo not given) | 3 | -13 | -5 | -5 | 5 | 23 | -11 | 1.0 | -3
O=C1[C@@H](Oc2ccccc2)[C@@H](c2ccccc2)N1c1ccccc1 | 4 | 3 | 6 | 0 | -6 | -3 | 1 | -0.6 | -5
Cc1ccc(C(=O)CCC(=O)N2CCN(C/C=C/c3ccccc3)CC2)cc1 | -1 | 0 | -40 | -9 | -3 | 14 | · | 2.4 | 24*
CCOC(=O)c1c(C)c(C(=O)Nc2ccc(F)cc2)c(C)n1C | 0 | 4 | -7 | 7 | -5 | 8 | -15 | 0.0 | -9
O=C(Nc1ccon1)c1nc[nH]c1C(=O)NCc1ccccc1 | 7 | -21 | -6 | 4 | -5 | 20 | -6 | 1.5 | -2
CCc1ccc(-n2cc(-c3ccc(F)cc3)[n+]3c2SCCC3)cc1 | 4 | 0 | 8 | -32 | 52* | 19 | 1 | 0.9 | -13
Cc1cc(C)c(Cn2c(=O)n(CCCC(=O)NCc3ccco3)c(=O)c3sccc32)c(C)c1 | 1 | 12 | 4 | 4 | -5 | 0 | -16 | -0.1 | -2
NNC(=S)Nc1ccc(OC(F)(F)F)cc1 | 3 | 1 | -5 | 9 | -18 | 5 | -10 | -0.1 | -6
CC(/C=N/NC(=O)c1ccc2nc(C)[nH]c2c1)=C\c1ccccc1 | 2 | 8 | 18 | 3 | 3 | -13 | -2 | 0.4 | -4
COC(=O)c1ccc(NC(=O)CCNS(=O)(=O)c2cccc3nonc23)cc1 | 6 | -10 | 0 | 5 | -8 | 9 | -8 | 1.1 | -3
N#Cc1nc2ccccc2n1OCc1ccccc1 | -1 | 22 | 2 | 2 | -5 | 2 | · | -0.2 | -6

The list goes on.
SMILES | TAAR1 ag | CHO-K1 Ca antag | TAAR1 antag | M1 PAM | CHRM1 antagonist | M1 PAM parental | CHO parental Ca | CHO-K1 Ca ag | M1 ag
CC(C)N(Cc1ccccc1)C(=O)COC(=O)c1cnccn1 | 0 | -7 | -3 | 10 | -15 | 6 | -14 | 1.7 | -4
Cc1ccc(C(CNS(=O)(=O)c2ccc(Br)cc2)N2CCN(C)CC2)cc1 (stereo not given) | 7 | 3 | -6 | -4 | 13 | 11 | -17 | 5.0 | -5
CCOC(=O)N1CCC(NS(=O)(=O)c2ccc(C)c(Cl)c2)CC1 | 3 | -7 | -24 | 11 | -14 | 3 | -13 | 6.4 | 2
Cc1cc(Br)cn2c(Cc3cccc(F)c3)c(C3CCCCC3)nc12 | 0 | 0 | -31 | -3 | -20 | 6 | · | 6.2 | 0
CO/N=C/c1ccc(Oc2ccc([N+](=O)[O-])cc2[N+](=O)[O-])c(OC)c1 | 4 | -3 | 0 | -8 | 13 | 24 | -17 | 1.1 | -9
O=C(COc1ncnc2sccc12)N1CCN(c2ccccc2)CC1 | 0 | 7 | 22 | 8 | -2 | -12 | -4 | 0.1 | -2
CN(C)CCCN(C(=O)COc1ccccc1)c1nc2c(Cl)cccc2s1 | 12 | -10 | -5 | 4 | -6 | 11 | 5 | 1.9 | -4
O=C1CC(=O)N(C2CCCCC2)C(=O)N1c1ccccc1S(=O)(=O)Oc1ccccc1 | 2 | -2 | -11 | 8 | -8 | 12 | · | 0.9 | 1
COc1ccc(OC)c(-n2c(-c3ccc(S(C)(=O)=O)cc3)cc(C=O)c2C)c1 | 14 | -9 | -18 | 4 | -34 | 9 | -16 | 0.6 | -1
CCC1(C)Cc2c(sc3nnn(CC(=O)Nc4cccc5ccccc45)c(=O)c23)CO1 (stereo not given) | 13 | -9 | -1 | 5 | -10 | 17 | -20 | -0.3 | 0
Cc1cccc(NC(=O)c2cc([N+](=O)[O-])ccc2Cl)c1O | 4 | 20 | 15 | -4 | 8 | -10 | -8 | 0.3 | -8
CC1(C)COC(Cn2c3ccccc3c3ccccc32)O1 (stereo not given) | -2 | -4 | -38 | 10 | -16 | -8 | -12 | -0.1 | -2
CCOC(=O)c1nn(-c2ccc(C)cc2)c(=O)cc1OCC(=O)Nc1cccc(C)c1 | 1 | -8 | -19 | 12 | -15 | 15 | -37 | 2.3 | -2
c1ccc(CCNc2ncnc3nc[nH]c23)cc1 | 71* | -5 | 33 | -4 | -2 | 16 | 2 | 7.6 | 5
CCC(C)NC(=O)c1nc2c(nnn2Cc2ccccc2Cl)c(=O)[nH]1 (stereo not given) | 0 | 6 | -32 | 2 | 11 | -10 | -8 | -0.9 | -1
COc1cccc(N2CC(C(=O)Oc3ccc4ccccc4c3)CC2=O)c1 (stereo not given) | 4 | -12 | 8 | 8 | -7 | 19 | -5 | 1.2 | -3
Cc1cc(C)nc(NS(=O)(=O)c2ccc(NC(=O)C3(c4ccccc4)CCCC3)cc2)n1 | 2 | 19 | -12 | -3 | 9 | -16 | -10 | 0.4 | -8
O=C(CCCCl)OCc1cn(-c2ccc(Cl)cc2)nn1 | 0 | 10 | -5 | -2 | 6 | 2 | 0 | -0.7 | -6
CN(CCc1ccccn1)C(=O)c1ccc(OC2CCN(Cc3ccccn3)CC2)cc1 | 17 | 2 | -6 | 2 | -4 | 4 | · | 0.6 | -6
CCCCOc1ccc(-c2ncc([N+](=O)[O-])cn2)cc1 | 0 | -7 | 6 | 3 | 0 | 5 | -12 | 0.9 | -3
COc1ccc(CSCC(=O)Nc2ccccc2SC)cc1 | 11 | -13 | 1 | 2 | -1 | 5 | -5 | -0.2 | -8
COc1ccc(NC(=O)Cc2coc3ccc4ccccc4c23)cc1S(=O)(=O)N1CCOCC1 | 11 | -5 | 8 | 2 | -4 | 8 | -14 | 2.2 | -2
CC(C)CCN1CCC(N)=NC1=O | 0 | -9 | -21 | 6 | -3 | 16 | · | 0.8 | -5
O=C(NC1CCCCC1)C(c1ccncc1)N(Cc1ccc2c(c1)OCO2)C(=O)c1cnsn1 (stereo not given) | 9 | -9 | -11 | 14 | -43 | 16 | -7 | -0.1 | 0
O=C(c1cc2cc(C(F)(F)F)ccc2s1)N1CCOCC1 | 6 | -10 | -22 | 7 | -7 | 14 | 7 | 0.6 | -4

Look-ups from above:
In CHO parental Ca, CCC(C)NC(=O)c1nc2c(nnn2Cc2ccccc2Cl)c(=O)[nH]1 (stereo not given) is entered as -8
In CHO-K1 Ca ag, COc1ccc(CSCC(=O)Nc2ccccc2SC)cc1 is entered as -0.2
In CHRM1 antagonist, CC1(C)COC(Cn2c3ccccc3c3ccccc32)O1 (stereo not given) is entered as -16

Three of the entries above in order of the M1 ag value, rising.
SMILES | M1 ag
O=C(Cc1cn(Cc2cccc(Cl)c2)c2ccccc12)N1CCCCCC1 | -7
NNC(=S)Nc1ccc(OC(F)(F)F)cc1 | -6
CCOC(=O)c1nn(-c2ccc(C)cc2)c(=O)cc1OCC(=O)Nc1cccc(C)c1 | -2

(listing goes on)
SMILES | TAAR1 ag | CHO-K1 Ca antag | TAAR1 antag | M1 PAM | CHRM1 antagonist | M1 PAM parental | CHO parental Ca | CHO-K1 Ca ag | M1 ag
COCCNC(=O)c1ccc2c(c1)nc(C)n2-c1cccc(Cl)c1 | 2 | -5 | -15 | -7 | 6 | 5 | -8 | 2.1 | -4
Cc1cccc(-n2c(SC(C)C(=O)O)nc3sc4c(c3c2=O)CCCC4)c1 (stereo not given) | 2 | -7 | -4 | 6 | -9 | -6 | -4 | 2.6 | -3
CC(=O)C(Cc1ccc(Cl)nc1)Cc1ccc(Cl)nc1 | 0 | -10 | -14 | 19 | -18 | 18 | -18 | 0.3 | -1
CCCNC(=O)COc1coc(CN2CCN(c3ccccc3F)CC2)cc1=O | 1 | -10 | -4 | 14 | -15 | 16 | 0 | 0.5 | 0
COc1ccccc1CNC(=O)COC(=O)[C@H](Cc1c[nH]c2ccccc12)NC(=O)c1cccs1 | 5 | 4 | 31 | -3 | 5 | -8 | 7 | 2.9 | 2
O=C1CC(N2CCC(c3nc4ccccc4[nH]3)CC2)C(=O)N1c1ccccc1F (stereo not given) | 4 | 16 | 10 | 0 | 7 | -17 | 0 | 0.0 | -3
Cc1cc(C(F)F)n2nc(C(=O)Nc3cccnc3Cl)nc2n1 | 6 | -5 | 13 | 8 | -9 | 4 | -7 | -0.5 | -4
COc1ccc(N=Nc2c(N)n[nH]c2N)cc1 | -2 | 4 | -28 | -4 | 15 | -9 | -8 | -0.2 | -3
